GPR151 activ = activates the human receptor GPR151; PathHunter beta-arrestin GPR151 cells, luminescence; activation, % at 11.2 µM; hit rate 1% among 650,000; AID 1508602; in the data active means activation above about 4.9%;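 further: 0% = median of compound wells and 100% = cells with positive control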
FBW7 activator = human FBW7 E3 ligase activation, primary screen | AlphaScreen FBW7–phospho-cyclin E peptide binding, activator screen | normalized activity (activation), % at 26.1 µM | hit rate 0.13% among 650,000; in the data active means normalized activity above about 1.9%;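 further: purified mutant Fbw7 with reduced substrate affinity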
Target sequence (Q969H0 whole entry, looked up): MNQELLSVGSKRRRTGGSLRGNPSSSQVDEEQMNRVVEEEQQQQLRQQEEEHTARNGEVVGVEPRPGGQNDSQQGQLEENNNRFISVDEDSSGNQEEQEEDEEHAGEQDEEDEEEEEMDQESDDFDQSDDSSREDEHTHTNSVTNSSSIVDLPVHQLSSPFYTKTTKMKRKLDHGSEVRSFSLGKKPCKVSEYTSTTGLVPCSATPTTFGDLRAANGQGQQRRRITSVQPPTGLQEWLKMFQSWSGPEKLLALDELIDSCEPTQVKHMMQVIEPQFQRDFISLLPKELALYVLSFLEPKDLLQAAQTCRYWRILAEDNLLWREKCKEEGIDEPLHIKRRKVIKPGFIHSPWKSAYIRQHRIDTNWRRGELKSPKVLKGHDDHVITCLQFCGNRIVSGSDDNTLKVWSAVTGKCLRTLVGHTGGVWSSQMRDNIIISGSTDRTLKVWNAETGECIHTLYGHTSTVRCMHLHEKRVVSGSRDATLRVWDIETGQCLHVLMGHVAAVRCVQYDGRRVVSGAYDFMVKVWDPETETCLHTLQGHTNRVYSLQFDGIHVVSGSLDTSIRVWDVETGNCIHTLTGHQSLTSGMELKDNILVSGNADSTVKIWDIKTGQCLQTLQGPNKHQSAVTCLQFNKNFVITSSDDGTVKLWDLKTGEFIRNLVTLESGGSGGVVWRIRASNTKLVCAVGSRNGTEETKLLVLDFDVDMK
MITF inh = human MITF inhibition, primary screen; inhibition, % at 2.6 µM; O75030; AlphaScreen MITF homodimerization, bead proximity signal; AID 1259374; hit rate 0.91% among 650,000; in the data active means inhibition above about 50%;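 further: 0% = vehicle wells with protein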
TEAD-YAP inh = TEAD-YAP interaction inhibition | AID 1259422 | hit rate 1.4% among 640,000 | inhibition, % at 9.12 µM | HEK-TIYL cells, TEAD-Gal4/YAP UAS-luciferase luminescence; in the data active means inhibition above about 32%;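 further: 0% = median of test compound wells and 100% = reference inhibitor wells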
An asterisk follows results filed as active; nt = not tested or not shown.

#	Compound	GPR151 activ	FBW7 activator	MITF inh	TEAD-YAP inh
1	CCOC(=O)/C(C(N)=NCc1ccco1)=C(/O)OCC	1.2	0.0	12	2
2	Cc1ccc(C(=O)/C=C/Nc2cccc([N+](=O)[O-])c2)o1	-2.6	0.1	18	-32
3	Cc1ccc2nc(CN3CCC(O)(c4cccnc4)CC3)nc(N3CCSCC3)c2c1	-0.1	0.2	14	7
4	O=C(O)CCNC(=O)c1ccc(F)cc1	1.5	0.0	4	-7
5	COc1ccc(Br)c(C(=O)N/C(=C/c2cccc([N+](=O)[O-])c2)C(=O)Nc2cc(C)cc(C)c2)c1	-0.6	0.0	-7	-9
6	CCOC(=O)CSc1nc2ccc(I)cc2c(=O)n1C	-0.2	-0.1	10	-5
7	Cc1ccc(N2CC(O)Cn3c2nc2c3c(=O)n(C)c(=O)n2C)cc1 (stereo not drawn)	-1.4	0.1	0	-5
8	O=C(Nc1ccc(Br)cc1)c1cc(S(=O)(=O)NCCc2ccccc2)ccc1F	3.6	0.1	-12	11
9	CC(=O)c1ccc(N2CCN(C(=O)Nc3ccc(F)cc3)CC2)cc1	0.0	0.7	3	9
10	CC(=O)c1ccc(NC(=O)COC(=O)c2ccc3c(c2)nc(C)n3-c2ccccc2)cc1	7.1*	0.1	16	-11
11	CCCCN(CC)C(=O)Cn1ncn2cccc2c1=O	-0.4	0.0	-1	-11
12	O=C(CC1CSc2nc3c(cnn3-c3ccccc3)c(=O)n21)NCCc1ccccc1 (stereo not drawn)	-1.4	0.0	0	-7
13	O=C(COC(=O)c1ccc(Br)o1)NCc1ccccc1	-0.5	0.1	3	5
14	C=CCOc1cccc(C(=O)N2CCc3nnc(CNC(=O)c4ccccc4)n3CC2)c1	-0.4	-0.1	6	-6
15	NC(=O)COC(=O)c1ccc(S(=O)(=O)N2CCCc3ccccc32)cc1	1.0	0.0	1	-2
16	O=C(COC(=O)c1ccc([N+](=O)[O-])cc1)Nc1nncs1	4.6	0.0	4	10
17	COC(=O)c1sccc1NC(=O)C1CC2CCC1C2 (stereo not drawn)	-2.1	0.5	17	4
18	CCCCCn1c(CCNC(=O)c2ccc(OC)c(OC)c2)nc2ccccc21	0.8	-0.1	-2	-7
19	COc1ccc(OC)c2c(C)cc(N3CCN(S(=O)(=O)c4ccc(C)cc4)CC3)nc12	2.8	0.7	14	9
20	O=C(CCc1ccccc1)Nc1ccnn1C1CCN(C(=O)C2=CCCC2)CC1	3.8	-0.1	-3	-6
21	O=C1NCCN1CCNC1CCN(c2ccc(C(=O)N3CCc4ccccc4C3)cc2)CC1	-1.5	0.6	14	2
22	O=S(=O)(Nc1ccc(F)cc1)N1CCCCC1	-1.0	1.1	6	2
23	COC(CNC(=O)c1cnn2c(C(F)(F)F)cc(-c3ccccc3)nc12)OC	0.4	0.0	-6	0
24	CC(=O)Nc1ccc(NC(=O)Nc2ccccc2C)cc1	-3.2	0.6	9	-6
25	O=C(CS(=O)(=O)Cc1ccccc1)Nc1nccs1	-0.8	1.8	12	21
26	C[C@H](NC(=O)c1ccccc1Cl)C(=O)OCCOc1ccccc1F	-0.8	0.0	-3	-11
27	O=C(CSc1ccnc(=O)[nH]1)N1CCCC1	1.6	-0.1	3	-7
28	CS(=O)(=O)N(CC(=O)Nc1ccccc1F)c1ccccc1Br	-0.5	0.6	20	8
29	CC(C)C(=O)N1CC[C@@H]2[C@H](CCCN2Cc2ccnc3ccccc23)C1	-1.4	0.0	0	2
30	COc1cc(/C=C2/C(=N)N3N=C(C)SC3=NC2=O)cc(Cl)c1OCCOc1ccc(C)cc1C	2.2	0.1	1	1
31	CC(C)(C)c1nnc(NC(=O)c2ccccc2F)s1	-2.6	-0.3	8	-49
32	Cn1c(=O)c2c(nc(NCCO)n2Cc2ccccc2Br)n(C)c1=O	2.4	0.0	1	2
33	Nc1nc(SCC(=O)NC2CCCC2)[nH]c(=O)c1NC(=O)c1ccccc1	-0.8	0.3	0	2
34	COC(=O)c1c(C)oc2ccc(OCC(N)=O)cc12	-1.1	0.5	13	6
35	COc1cccc(OC)c1CN1CCc2nnc(CNC(=O)c3ccccn3)n2CC1	0.1	0.3	3	9
36	Cc1ccc(S(=O)(=O)N2C(=O)CCC2C(=O)N2CCN(c3ccccc3)CC2)cc1 (stereo not drawn)	0.8	0.1	7	-5
37	Cc1ccc(NC(=O)c2ccoc2C)cc1[N+](=O)[O-]	-1.2	0.0	-7	-17
38	CC1=C(C(=O)N2CCOCC2)C(c2cc(Br)ccc2F)C2=C(CCCC2=O)N1 (stereo not drawn)	-0.4	0.0	14	2
39	COc1ccc(/C=C2\N=C(c3ccc(Cl)cc3)N(c3cc(Cl)ccc3C)C2=O)cc1OC	-0.5	0.2	17	-12
40	O=C(CSc1nnc(-c2cnccn2)o1)N1CCOCC1	-0.1	0.2	22	-12
41	CCN(CC)c1ccc(/C=N/n2c(C)cc(C)c(C#N)c2=O)c(O)c1	-0.7	0.3	4	2
42	O=[N+]([O-])c1ccccc1CN1CCC(N2CCCCCC2)CC1	-0.1	-0.3	79*	6
43	CC(=O)Oc1cccc(N2C(=O)C3C(C2=O)C2(C)c4ccccc4C3(C)c3ccccc32)c1 (stereo not drawn)	0.8	-0.1	3	4
44	CN(Cc1ccc(F)cc1Cl)S(=O)(=O)c1ccc(F)cc1	-0.2	0.7	15	-13
45	CCOc1ccccc1OCC(=O)Nc1ccccc1C(=O)O	0.0	0.0	0	-5
46	O=C(OCC(=O)c1cccs1)c1cccc(C(=O)OCC(=O)c2cccs2)n1	0.6	0.0	-4	-3
47	COC(=O)c1cn(-c2ccccc2)nc1-c1ccc(C)cc1	0.2	0.2	0	-17
48	Cc1cc(SCC(=O)Nc2ccc(S(N)(=O)=O)cc2)nc(-c2ccccc2)n1	0.0	0.3	16	-4
49	COc1cc(/C=N/O)ccc1Oc1ccc([N+](=O)[O-])cn1	-0.3	0.0	1	9
50	Cc1onc(-c2c(Cl)cccc2Cl)c1C(=O)N(CC#N)CC#N	-1.8	0.1	8	8
51	COCC(=O)N/N=C/c1ccc(Sc2ccccn2)o1	-1.5	0.0	-8	-2
52	c1ccc(Nc2ncc(Cc3cccc4ccccc34)s2)cc1	0.8	-0.6	-2	-4
53	O=C(NC1CCCCC1)N(CCO)Cc1cc2cc3c(cc2[nH]c1=O)OCO3	-1.5	-0.2	-2	3
54	O=C(CCN1C(=O)COc2ccccc21)NCCC1=CCCCC1	1.0	0.2	0	-5
55	COC(=O)C1=CN(C(C)C)C=C(C(=O)OC)C1c1ccccc1Cl	-0.5	0.6	12	7
56	CC(=O)/C=C/c1ccc(OC(F)F)cc1	6.0*	0.0	12	5

Reprinted from the part before: four entries, followed by the next part.
#	Compound	GPR151 activ	FBW7 activator	MITF inh	TEAD-YAP inh
53	O=C(NC1CCCCC1)N(CCO)Cc1cc2cc3c(cc2[nH]c1=O)OCO3	-1.5	-0.2	-2	3
54	O=C(CCN1C(=O)COc2ccccc21)NCCC1=CCCCC1	1.0	0.2	0	-5
55	COC(=O)C1=CN(C(C)C)C=C(C(=O)OC)C1c1ccccc1Cl	-0.5	0.6	12	7
56	CC(=O)/C=C/c1ccc(OC(F)F)cc1	6.0*	0.0	12	5
57	CC(NC(=O)Cc1cccs1)c1ccc2c(c1)OCO2 (stereo not drawn)	-0.7	0.0	4	14
58	COc1ccc(NC(=O)CSc2nnc(-c3c[nH]c4ccccc34)n2C)cc1	0.4	0.1	4	4
59	CCCCC(CC)C(=O)Nc1nccs1 (stereo not drawn)	4.2	0.1	4	5
60	COc1nn(C)cc1C(=O)Nc1ccc(C(=O)N2CCC3(CC2)OCCO3)cc1	1.0	0.1	8	-8
61	CCCS(=O)(=O)Nc1nccnc1-c1ccc(CNc2ccc(OC)cc2)cc1	-0.8	0.2	29	5
62	O=C(O)C1C2C=CC(O2)C1C(=O)NCc1ccc(Cl)c(Cl)c1 (stereo not drawn)	-0.2	-0.3	-8	2
63	COC(=O)c1ccc(CSc2nncn2Cc2ccc(C(=O)OC)cc2)cc1	-1.6	0.3	13	2
64	COC(=O)CSC1=C(C#N)C(c2ccsc2)CC(=O)N1 (stereo not drawn)	0.8	-0.2	13	8
65	Cc1cc([N+](=O)[O-])ccc1NN=C(C#N)C#N	1.8	-0.2	6	1
66	CN(CC(=O)NCc1ccccc1Cl)c1nnc(N2CCCC2=O)s1	4.8	1.3	9	6
67	S=c1[nH]nc(-c2ccc(Cl)cc2)n1C1CCCCC1	1.3	0.1	-5	2
68	COc1cc(Nc2ncc(C)c(Nc3cc(OC)c(OC)c(OC)c3)n2)cc(OC)c1OC	-0.7	-0.3	1	8
69	Cc1cc(NC(=O)CCN2C(=O)C3C4C=CC(C4)C3C2=O)ccc1Br (stereo not drawn)	-0.3	0.1	3	-14
70	CC(=O)Nc1nonc1-c1nc2ccccc2n1Cc1ccc([N+](=O)[O-])cc1	0.7	-0.1	1	-2
71	CCCCc1nnc(NC(=O)CSc2nc(=O)cc(N)n2-c2ccccc2)s1	-1.4	0.4	25	4
72	CC(Oc1ccccc1Br)C(=O)N/N=C/c1cccnc1 (stereo not drawn)	-0.3	0.5	0	-4
73	COc1cccc(CCNC(=O)CC2C(=O)NCCN2Cc2ccc(Cl)c(F)c2)c1 (stereo not drawn)	1.8	0.5	-1	6
74	O=C(O)CON=C1C2CC3CC(C2)CC1C3	0.7	-0.1	0	5
75	N=C(N)SCCc1ccc(OCc2ccc([N+](=O)[O-])cc2)cc1	0.1	0.4	12	nt
76	CCOC(=O)C1CCN(c2c(NCCc3ccc(C)cc3)c(=O)c2=O)CC1	-0.6	0.0	-2	-3
77	Cc1ccccc1-n1ncc2c(=O)n(Cc3cccnc3)cnc21	-0.2	0.5	9	3
78	COC(=O)C1(C(F)(F)F)N=C(N2CCOCC2)Oc2c1c(C)nn2-c1ccccc1 (stereo not drawn)	0.2	-0.1	-11	0
79	COc1cc(C2C(C#N)=C(N)OC3=C2C(=O)CC(C)(C)C3)cc(OC)c1O (stereo not drawn)	1.0	0.0	8	0
80	COc1cccc(C(=O)/C=C/Nc2cccc(O)c2)c1	-8.6	1.0	17	97*

5 neighbouring records from above, quoted:
#	Compound	GPR151 activ	FBW7 activator	MITF inh	TEAD-YAP inh
75	N=C(N)SCCc1ccc(OCc2ccc([N+](=O)[O-])cc2)cc1	0.1	0.4	12	nt
76	CCOC(=O)C1CCN(c2c(NCCc3ccc(C)cc3)c(=O)c2=O)CC1	-0.6	0.0	-2	-3
77	Cc1ccccc1-n1ncc2c(=O)n(Cc3cccnc3)cnc21	-0.2	0.5	9	3
78	COC(=O)C1(C(F)(F)F)N=C(N2CCOCC2)Oc2c1c(C)nn2-c1ccccc1 (stereo not drawn)	0.2	-0.1	-11	0
79	COc1cc(C2C(C#N)=C(N)OC3=C2C(=O)CC(C)(C)C3)cc(OC)c1O (stereo not drawn)	1.0	0.0	8	0

Further records:
#	Compound	GPR151 activ	FBW7 activator	MITF inh	TEAD-YAP inh
81	CCOC(=O)c1c(NC(=O)CSc2n[nH]c(=O)[nH]c2=O)sc(C)c1C	3.4	0.0	-1	1
82	CCN(Cc1ccccc1)C1CCN(Cc2ccccn2)CC1	-1.2	-0.1	59*	4
83	COc1ccc(OC)c(S(=O)(=O)N2CCCC(N3CCN(c4ccccc4)CC3)C2)c1 (stereo not drawn)	-0.3	-0.1	-2	5
84	O=C(COC(=O)c1cc(=O)[nH]c2ccccc12)Nc1nc(-c2ccc(F)cc2)cs1	0.8	0.0	13	-13
85	O=C(NCCO)c1ccc2c(c1)S(=O)(=O)c1ccccc1C2=O	-0.6	0.2	-3	-3
86	CC(C)(C)c1ccc(C(=O)NC(=S)NCc2cccnc2)cc1	-0.3	0.0	5	11
87	O=C(NCC1CCCO1)c1cc(S(=O)(=O)N2CCOCC2)ccc1F (stereo not drawn)	-0.7	0.1	13	-1
88	O=C(C1=C(O)C(=O)N(CC2CCCO2)C1c1ccccc1)c1ccco1 (stereo not drawn)	0.2	0.1	-1	8
89	FC(F)(F)c1ccc(CNCc2ccc3c(c2)OCO3)cc1	0.0	0.2	18	4

Source: PubChem BioAssay
